UPR XBP1 act: activators of adaptive XBP1 UPR arm, primary screen, cell-based, CHO-XBP1 luciferase reporter, luminescence, uHTS; IRE1-XBP1 UPR activation; percent of tunicamycin response, DMSO as zero; activation, % at 20 µM; actives 0.33% (n = 330,000); AID 463104, 2010;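 active means versus positive control, 20 µM dose yields 30% or more activation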;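 further: 100% = tunicamycin at 10 µg/mL and 0% = DMSO only wells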
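incubation = overnight seeding at 37 °C, 6 h compound treatment at 37 °C | assay system = CHO-XBP1 cells stably carrying IRE1-XBP1-driven luciferase reporter | input = 1000 cells per well | detection = luciferase luminescence | dosing = single point, 20 µM final compound, 1% DMSO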
UPR CHOP act: activators of apoptotic CHOP UPR arm, primary screen, cell-based, CHO-CHOP luciferase reporter, luminescence, uHTS; UPR activation; percent of tunicamycin response over DMSO baseline; activation, % at 10 µM; actives 0.34% (n = 330,000); AID 449763, 2010;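 active means at 10 µM dose, activation of 40% or more, normalized to positive control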;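 further: 100% = tunicamycin at 10 µg/mL and 0% = DMSO alone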
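Test system: CHO CHOP reporter cells. Input: 500 CHO-CHOP cells per well. Medium: F12 with 10% FBS. Technique: luciferase luminescence. Measure: percent activation relative to tunicamycin control. Dosing: 10 µM compound, 0.5% DMSO. Timing: 16-18 h cell attachment, then 6 h compound exposure, 37 °C.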
697 NFkB inh: inhibitors of PMA/ionomycin-induced NF-kB reporter, 697 cells, primary screen, B-cell NF-kB inhibitor project, cell-based, luminescence, uHTS. 697 B-cell NF-kB luciferase reporter, 16 h. actives 0.33% (n = 330,000). inhibition, % at 4 µM. AID 435022, 2010; in the data active means inhibition above about 35%
Mdm2-MdmX inh: inhibitors of human Mdm2-MdmX association, primary screen, cell-based, luminescence, split luciferase, SaOS-2, uHTS. inhibition, % at 8 µM. actives 3% (n = 330,000). Protein Mdm4 (Homo sapiens) + E3 ubiquitin-protein ligase Mdm2 (Homo sapiens), …. SaOS-2 split-luciferase Mdm2/MdmX complementation;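 active means inhibition of at least 50% at 8 µM in the primary screen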
Jurkat NFkB inh: inhibitors of induced NF-kB luciferase reporter, primary screen, TCR NF-kB activation inhibitor project, cell-based, luminescence, uHTS | actives 0.53% (n = 330,000) | inhibition, % at 4 µM | Jurkat, PMA/ionomycin-induced NF-kB luciferase reporter; in the data active means inhibition above about 50%
EBI2 antag: EBI2 receptor antagonists, beta-arrestin recruitment, primary screen, cell-based, luminescence, 7a,25-OHC stimulation, uHTS | G-protein coupled receptor 183 (Homo sapiens), P32249 | 7a,25-OHC stimulated | inhibition, % at 5 µM | actives 0.81% (n = 360,000) | AID 651636, 2012; in the data active means inhibition above about 38%;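 further: enzyme fragment complementation signal reports receptor beta-arrestin coupling in cells; 0% = agonist plus DMSO wells and 100% = wells without agonist; some results beyond the cut were filed as inactive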
Target sequence (P32249 whole entry, looked up, the tested form may be a part): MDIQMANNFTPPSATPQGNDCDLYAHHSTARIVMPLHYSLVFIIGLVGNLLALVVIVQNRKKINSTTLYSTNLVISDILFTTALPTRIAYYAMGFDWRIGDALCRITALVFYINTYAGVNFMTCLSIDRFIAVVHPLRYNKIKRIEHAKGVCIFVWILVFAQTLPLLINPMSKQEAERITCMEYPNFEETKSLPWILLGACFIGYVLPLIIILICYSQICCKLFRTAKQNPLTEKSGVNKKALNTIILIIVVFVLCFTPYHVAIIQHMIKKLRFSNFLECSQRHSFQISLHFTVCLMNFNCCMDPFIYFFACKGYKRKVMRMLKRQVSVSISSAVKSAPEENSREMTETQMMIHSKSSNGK
CCR6 antagonist: CCR6 receptor antagonists, primary screen, cell-based, CHO-K1, luminescence, beta-arrestin, uHTS. CHO-K1 CCR6 PathHunter beta-arrestin, CCL20-stimulated. inhibition, % at 20 µM. C-C chemokine receptor type 6 (Homo sapiens), P51684. actives 0.49% (n = 340,000);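 active means compounds whose inhibition of the agonist-driven luminescence signal at 20 µM reaches about 50%, limit read from the data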;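 further: cells stimulated with CCL20 at 14 nM final; plate controls were DMSO with CCL20 for no effect and DMSO without agonist for full effect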
Target sequence (P51684 whole entry, looked up): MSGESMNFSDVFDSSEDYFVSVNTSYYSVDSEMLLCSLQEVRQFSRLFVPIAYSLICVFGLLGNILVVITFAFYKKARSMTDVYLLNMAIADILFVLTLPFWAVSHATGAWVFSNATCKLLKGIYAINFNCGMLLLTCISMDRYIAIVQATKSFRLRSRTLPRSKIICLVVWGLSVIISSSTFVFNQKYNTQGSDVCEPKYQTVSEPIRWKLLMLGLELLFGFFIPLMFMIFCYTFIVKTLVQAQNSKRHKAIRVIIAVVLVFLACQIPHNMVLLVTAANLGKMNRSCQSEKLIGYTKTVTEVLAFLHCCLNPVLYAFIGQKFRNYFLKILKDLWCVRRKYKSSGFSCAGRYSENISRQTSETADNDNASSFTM
CXCR6 inh: CXCR6 receptor inhibitors, primary screen, cell-based, beta-arrestin, luminescence, CHO-K1 PathHunter, 1536-well. inhibition, % at 20 µM. actives 0.36% (n = 360,000). AID 602244, 2012. C-X-C chemokine receptor type 6 (Homo sapiens), O00574; in the data active means inhibition above about 34%, passing the limit was not always enough;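 further: antagonist mode with CXCL16 agonist at 10 nM final; 0% = 10 nM CXCL16 with DMSO and 100% = unstimulated wells without agonist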
Target sequence (O00574 whole entry, looked up): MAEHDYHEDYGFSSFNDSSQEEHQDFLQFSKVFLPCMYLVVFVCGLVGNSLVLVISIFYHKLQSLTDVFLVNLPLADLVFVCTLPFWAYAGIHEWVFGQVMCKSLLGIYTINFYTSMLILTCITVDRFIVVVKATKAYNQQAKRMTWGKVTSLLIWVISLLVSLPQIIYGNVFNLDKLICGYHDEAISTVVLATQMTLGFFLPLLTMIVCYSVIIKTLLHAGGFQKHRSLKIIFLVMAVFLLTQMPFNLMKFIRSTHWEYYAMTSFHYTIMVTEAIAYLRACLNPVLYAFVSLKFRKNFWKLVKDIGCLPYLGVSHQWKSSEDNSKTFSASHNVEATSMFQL
Gli-Sufu block: Gli-Sufu pathway antagonists, primary screen, luciferase luminescence, Sufu-KO-LIGHT cells, uHTS; actives 0.74% (n = 340,000); AID 588413, 2011; Sufu-KO-LIGHT fibroblasts, Gli luciferase reporter luminescence; inhibition, % at 5 µM;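 active means inhibition above about 55%, limit read from the data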;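 further: 0% = DMSO-treated cells and 100% = wells with medium but no cells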
* marks the source's active call; other numbers are inactive results; x = not tested or not shown.

SMILES	UPR XBP1 act	UPR CHOP act	697 NFkB inh	Mdm2-MdmX inh	Jurkat NFkB inh	EBI2 antag	CCR6 antagonist	CXCR6 inh	Gli-Sufu block
CCn1c(=O)c(CCC(=O)NCCN2CCOCC2)c(C)c2c(C)nn(-c3cccc(C)c3)c21	-4	1.7	-20	23	-17	4	-8	-9	-3
CCCNc1nc(Cl)nc(Nc2ccc(Cl)cc2)n1	6	7.8	-27	6	-18	6	1	3	-8
CCc1cccc(CC)c1NC(=O)Cn1c(-c2ccccc2Cl)nc2ccccc21	0	2.4	-5	12	4	17	12	-1	16
CC(=O)c1cccc(NC(=O)N2CCCCCC2)c1	-2	1.5	-5	11	-7	2	1	4	-7
O=CN/N=C/c1c(O)ccc2ccccc12	0	-0.7	6	50*	18	-8	0	2	-2
Cc1ccc(NC(=O)CSCc2cc(=O)n3nc(C4CC4)sc3n2)cc1	0	2.9	5	1	0	-3	7	-7	8
COc1cc(OC)c(C(=O)OCC(=O)N(Cc2ccccc2)C(C)(C)C)cc1OC	-5	-0.4	4	7	-20	4	18	1	27
CCc1nccn1C(=O)c1cnn2c(C(F)F)cc(-c3ccccc3)nc12	-4	5.5	-8	3	-3	x	x	x	x
COc1ccc(N2C(=O)CCC(C(=O)N(C)C3CCCCC3)C2c2ccc(OC)c(OC)c2)cc1 (configuration not stated)	1	1.1	12	-2	2	x	2	x	3
Cc1cc(N2CCCC2=O)c(N)cc1N	1	-0.1	-11	9	-11	-2	-4	1	21
CCCc1cc(=O)oc2cc(C)cc(OC(C)C(=O)N[C@@H](Cc3c[nH]c4ccccc34)C(=O)O)c12 (some centres not stated)	-2	4.2	-17	12	-18	-1	3	-3	8
c1ccc(Cn2ncc3ccccc32)cc1	-2	0.3	-7	5	-8	-1	5	1	3
COc1ccc(N2CC(C(=O)Nc3nnc(SCCC4OCCO4)s3)CC2=O)cc1 (configuration not stated)	-1	1.2	-3	7	5	4	1	-1	-6
O=C(/C=C/c1cccc(Br)c1)c1ccc2c(c1)OCO2	4	16	18	43	9	9	11	12	5
Cc1ccccc1CN(C)C(=O)COC(=O)CSc1ccc([N+](=O)[O-])cc1	-1	1.6	22	8	2	-4	5	-8	0
Cc1ccc(N2CN=C3SCC(=O)N3C2)cc1C	-2	0.2	-2	12	-2	-7	3	1	-5
CC(C)CN1C(=S)SC(C)(C)C1n1oc(=O)n(-c2ccc(Cl)cc2)c1=O (configuration not stated)	-1	-0.7	9	32	4	-8	19	1	-9
Cc1sc(N2C(=O)C3C(C2=O)[C@H]2C=C[C@@H]3C2)c(C#N)c1C (some centres not stated)	-1	0.9	16	21	12	-2	2	-5	3
COc1cc(OC)c(C2N(C)c3ccccc3N2C)cc1OC	-4	-2.2	-4	15	6	x	x	x	x
CSCC[C@H](NC(=O)c1cccc([N+](=O)[O-])c1C)c1nc2ccccc2[nH]1	-1	-1.9	-13	4	-5	-6	9	-4	5
Cc1ccc(-n2c(C)cc(=O)cc2C)c(C)c1	6	-1.4	-2	30	1	-4	2	-17	2
CCc1n[nH]c(=S)n1N=C1CCC(C)CC1 (configuration not stated)	0	1.5	12	12	-6	4	0	-3	-7
COCCCNc1nc2nonc2nc1N1CCC(C(C)N2CCOCC2)CC1 (configuration not stated)	-3	-2.6	0	-16	4	-1	4	-3	6
CCOC(=O)C1CCN(Cc2ccc(F)cc2F)CC1	0	0.8	-4	6	-4	-8	0	7	5
COc1cc(NC(=O)c2cccs2)ccc1NC(=O)c1ccco1	0	6.5	-33	-75	-45	-18	2	-1	-50
O=C(NNc1cc(Cl)ccc1Cl)c1cccnc1Cl	-3	0.4	2	10	6	1	13	-5	-2
O=C(CSc1nnc(-c2ccc(F)cc2)o1)N1CCN(C(=O)c2ccco2)CC1	-4	-1.0	-22	6	-1	-14	4	5	-5
O=C(Nc1ccc2c(c1)nc1n2CCOC1)C1CCCCC1	4	0.2	-41	-31	-25	-5	-5	-2	-28
Cc1ccc(NS(=O)(=O)c2ccc(C(=O)NCC3CCCO3)cc2)cc1 (configuration not stated)	5	-2.5	3	23	13	-8	0	7	4
O=C(CN1C(=O)CSc2ccc(S(=O)(=O)N3CCOCC3)cc21)NCCCN1CCOCC1	-2	6.7	-5	11	-3	-15	8	-4	0
CCCCN(C)CCNC(=O)CN1C(=O)CSc2ccc(S(=O)(=O)N3CCCCC3)cc21	-4	0.4	-25	5	-7	-11	15	-7	17
CCOc1ccc(Oc2ccc(S(=O)(=O)N3CCOCC3)cc2NC(=O)CCNC(C)=O)cc1	-3	-0.1	8	1	5	1	2	-2	5
Cc1ccccc1C1CCCN(Cc2nc(C3CC3)no2)C1 (configuration not stated)	-2	-2.7	14	6	9	-2	9	6	-6
CCNc1nc(Oc2ccc(C(=O)OCC)cc2)nc(N2CCOCC2)n1	0	0.8	5	27	1	x	x	x	x
COC(=O)C1SCC2C(=O)N(Cc3ccc(F)cc3)CC(=O)N21 (configuration not stated)	-4	-1.4	-2	6	9	-4	12	-2	2
CCOc1ccc(CNC(=S)N/N=C/c2ccncc2)cc1	5	6.6	-20	6	3	11	2	-8	-15
N#Cc1c(=O)c2nc(NCCCO)ncc2n2c(=O)c3ccccc3[nH]c12	-1	-1.2	-10	-3	-2	10	12	-4	3
O=C(Cn1cnc2c(oc3ccccc32)c1=O)NCC1CCCO1 (configuration not stated)	0	0.4	1	25	-16	-7	1	3	-15
COc1ccc(NC(=O)C2C3C=CC(O3)C2C(=O)NCc2cccnc2)cc1 (configuration not stated)	0	-1.5	11	5	-1	-11	5	4	4
O=C(CN1C(=O)COc2ccccc21)Nc1ccccc1F	-4	3.1	12	1	1	-3	8	5	-19
COC(=O)[C@]1(C)N[C@H](c2ccc(-c3ccccc3)cc2)[C@@H]2C(=O)N(C)C(=O)[C@@H]21	-1	1.0	-10	-22	-22	-5	5	-1	-7
Cn1ccnc1Sc1ccc(C=O)cc1[N+](=O)[O-]	0	-0.9	4	11	-1	-2	5	4	6
COc1ccccc1NS(=O)(=O)c1ccc(C)c(C(=O)NCc2cccnc2)c1	-4	-2.3	12	6	-9	-6	11	10	-11
O=C1CC(N2CCN(c3ccccc3)CC2)C(=O)N1c1ccc2c(c1)OCO2 (configuration not stated)	-2	-0.1	-12	-4	-2	-4	-1	-3	-11
O=C1c2ccccc2C(=O)N1CCC(=O)N1CCc2ccccc21	x	x	x	x	x	-6	-12	2	-19

Taken from the results shown (15 entries):
SMILES	UPR XBP1 act	UPR CHOP act	697 NFkB inh	Mdm2-MdmX inh	Jurkat NFkB inh	EBI2 antag	CCR6 antagonist	CXCR6 inh	Gli-Sufu block
CCCCN(C)CCNC(=O)CN1C(=O)CSc2ccc(S(=O)(=O)N3CCCCC3)cc21	-4	0.4	-25	5	-7	-11	15	-7	17
CCOc1ccc(Oc2ccc(S(=O)(=O)N3CCOCC3)cc2NC(=O)CCNC(C)=O)cc1	-3	-0.1	8	1	5	1	2	-2	5
Cc1ccccc1C1CCCN(Cc2nc(C3CC3)no2)C1 (configuration not stated)	-2	-2.7	14	6	9	-2	9	6	-6
CCNc1nc(Oc2ccc(C(=O)OCC)cc2)nc(N2CCOCC2)n1	0	0.8	5	27	1	x	x	x	x
COC(=O)C1SCC2C(=O)N(Cc3ccc(F)cc3)CC(=O)N21 (configuration not stated)	-4	-1.4	-2	6	9	-4	12	-2	2
CCOc1ccc(CNC(=S)N/N=C/c2ccncc2)cc1	5	6.6	-20	6	3	11	2	-8	-15
N#Cc1c(=O)c2nc(NCCCO)ncc2n2c(=O)c3ccccc3[nH]c12	-1	-1.2	-10	-3	-2	10	12	-4	3
O=C(Cn1cnc2c(oc3ccccc32)c1=O)NCC1CCCO1 (configuration not stated)	0	0.4	1	25	-16	-7	1	3	-15
COc1ccc(NC(=O)C2C3C=CC(O3)C2C(=O)NCc2cccnc2)cc1 (configuration not stated)	0	-1.5	11	5	-1	-11	5	4	4
O=C(CN1C(=O)COc2ccccc21)Nc1ccccc1F	-4	3.1	12	1	1	-3	8	5	-19
COC(=O)[C@]1(C)N[C@H](c2ccc(-c3ccccc3)cc2)[C@@H]2C(=O)N(C)C(=O)[C@@H]21	-1	1.0	-10	-22	-22	-5	5	-1	-7
Cn1ccnc1Sc1ccc(C=O)cc1[N+](=O)[O-]	0	-0.9	4	11	-1	-2	5	4	6
COc1ccccc1NS(=O)(=O)c1ccc(C)c(C(=O)NCc2cccnc2)c1	-4	-2.3	12	6	-9	-6	11	10	-11
O=C1CC(N2CCN(c3ccccc3)CC2)C(=O)N1c1ccc2c(c1)OCO2 (configuration not stated)	-2	-0.1	-12	-4	-2	-4	-1	-3	-11
O=C1c2ccccc2C(=O)N1CCC(=O)N1CCc2ccccc21	x	x	x	x	x	-6	-12	2	-19

The results go on:
SMILES	UPR XBP1 act	UPR CHOP act	697 NFkB inh	Mdm2-MdmX inh	Jurkat NFkB inh	EBI2 antag	CCR6 antagonist	CXCR6 inh	Gli-Sufu block
CCOC(=O)Cc1c(C)nc2c(-c3ccccc3OC)c(C)nn2c1C	-1	0.8	3	-9	7	2	3	8	4
O=C(COC(=O)c1cccc(NS(=O)(=O)c2ccc(F)c(F)c2)c1)NC(=O)NC1CCCCC1	-3	-2.0	-22	18	6	11	-8	-3	-9
c1ccc(-c2nnc(OCCN3CCOCC3)c3ccccc23)cc1	1	-1.4	16	9	-11	-2	-2	-4	-1
Cc1occc1C(=O)N1CCCC(CCC(=O)NCc2ccc(F)c(F)c2)C1 (configuration not stated)	-3	1.2	10	-13	-10	5	-3	2	6
S=C(NCc1ccco1)Nc1cccc(Cl)c1Cl	0	2.3	-26	-8	-1	-6	7	-2	-1
COc1ccc(C(=O)CC(=O)C(=O)Nc2cccc([N+](=O)[O-])c2C)cc1	-1	4.6	-2	21	-8	-9	15	7	-25
COc1cc(/C=C/C(=O)OCC(=O)NCCCc2ccccc2)cc(OC)c1OC	-1	-0.6	10	4	6	5	-5	1	19
Cc1cc(C)cc(NC(=O)C2CCCC2)c1	-1	-0.3	16	-2	-23	-6	10	-3	5
NC(=NCCc1c[nH]c2ccccc12)NC(=O)c1ccc(Cl)cc1	0	4.8	3	9	-4	-2	8	-6	-4
COc1ccccc1OCCCC(=O)NCc1ccco1	-1	1.4	18	8	-4	9	3	-3	x
Cc1ccnc(NC(=O)CNC(=O)c2ccco2)c1	1	1.0	10	-8	-1	-12	1	6	0
Cc1nc(C(N)=O)c(N)n1CCc1ccccc1	0	2.0	-2	8	-1	0	-8	-4	-1

Assay outcomes from PubChem.
